# Compound activity (PubChem BioAssay)
# HIV Rev-RRE inh: disrupts HIV-1 Rev binding to RRE RNA; Rev peptide-RRE RNA binding, FRET; inhibition, % at 8 µM; actives 0.79% (n = 97,000); AID 704;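 active = inhibition above the screen-wide mean plus 3 SD, cut at about 35% in these data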;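 note: 0% = median DMSO wells and 100% = median Neomycin B control wells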
# Target sequence (P05866 whole entry, looked up): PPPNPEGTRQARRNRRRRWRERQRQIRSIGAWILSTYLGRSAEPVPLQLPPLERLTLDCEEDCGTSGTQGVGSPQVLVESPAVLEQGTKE
#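 Test system: Cy5-tagged RRE RNA duplex with fluorescein-tagged Rev peptide | Read-out: % inhibition of FRET ratio versus controls | Probe or stimulus: Labelled Rev peptide | Incubation: 5 min RNA-compound premix plus 15 min binding step, 25 °C | Technique: FRET fluorescence readout | Benchmarks: DMSO low control, neomycin B high control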
# PTK2B oligo ant: antagonists of human Pyk2 oligomerization; Q293 cells, Pyk2 FERM NanoBiT luminescence; hits give low values; z-score (the deposit names both 25 µM and 10 µM); actives 0.83% (n = 99,000);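 active = Z-score of -3 or lower, scaled per plate to the spread of control and sample wells; inactive = z-score above -3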;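 note: negative z-score means lost luminescence so less FERM oligomerization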
# cytoskel mod: modifiers of cytoskeleton assembly | actives 0.18% (n = 91,000) | inhibition, % at 2 µM | HUVEC TNFa F-actin phalloidin imaging, high content;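 active = inhibition above the batch mean plus 3 SD and confirmed as a hit by visual image inspection, cut at about 30% in these data, passing the limit was not always enough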; note: strong numbers were not always called active
# PTPN22 act: activators of human LYP (PTPN22) phosphatase; activation, % at 2 µM; actives 0.11% (n = 96,000); recombinant LYP, DiFMUP fluorescence; 0 = plate median, 100 = signal doubled;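 active = activation at 2 µM above a set limit, the mean plus 5 SD, cut at about 37% in these data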
# PLK1 inh: blocks human PLK1 kinase activity. P53350. recombinant PLK1 kinase, TR-FRET peptide phosphorylation. inhibition, % at 10 µM. actives 0.53% (n = 97,000). AID 619;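 active = inhibition of 50% or more in the single-concentration screen; inactive = inhibition below 50%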;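 note: 0% = DMSO max control and 100% = H-89 dihydrochloride min control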
# LYP inh 2: LYP (human) phosphatase inhibition. inhibition, % at 2 µM. AID 640. recombinant LYP catalytic domain, DiFMUP fluorescence. actives 0.21% (n = 96,000). Q9Y2R2;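 active = inhibition at 2 µM at or above a set limit, the screen mean plus 3 SD, cut at about 24% in these data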;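 note: 0% = DMSO with enzyme and 100% = enzyme fully blocked by orthovanadate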
# PLK1 PBD inh: blocks phosphopeptide binding to human Plk1 polo box domain; inhibition, %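 (tested at about 20 µM)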; P53350; Plk1 PBD phosphopeptide binding, fluorescence polarization; actives 0.13% (n = 97,000); AID 693; in the data active = inhibition above about 34%, passing the limit was not always enough
# FAK blocker: FAK (human) kinase inhibition | actives 0.84% (n = 97,000) | biochemical FAK kinase activity assay | AID 727 | Q05397 | inhibition, %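 (tested at 7 µM)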; in the data active = inhibition above about 19%;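 note: 0% = DMSO and 100% = reference compound high control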
# EphB4 ephrin blk: antagonists of human EphB4-ephrin-B2 interaction; P54760; EphB4 LBD / TNYL-RAW-Alexa532 peptide, fluorescence polarization; inhibition, % at 7 µM; actives 0.15% (n = 97,000);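 active = inhibition above the screen-wide mean inhibition plus 3 SD, cut at about 15% in these data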;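 note: 0% = DMSO wells and 100% = excess unlabeled TNYL-RAW peptide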
# Target sequence (P54760 whole entry, looked up, the tested form may be a part): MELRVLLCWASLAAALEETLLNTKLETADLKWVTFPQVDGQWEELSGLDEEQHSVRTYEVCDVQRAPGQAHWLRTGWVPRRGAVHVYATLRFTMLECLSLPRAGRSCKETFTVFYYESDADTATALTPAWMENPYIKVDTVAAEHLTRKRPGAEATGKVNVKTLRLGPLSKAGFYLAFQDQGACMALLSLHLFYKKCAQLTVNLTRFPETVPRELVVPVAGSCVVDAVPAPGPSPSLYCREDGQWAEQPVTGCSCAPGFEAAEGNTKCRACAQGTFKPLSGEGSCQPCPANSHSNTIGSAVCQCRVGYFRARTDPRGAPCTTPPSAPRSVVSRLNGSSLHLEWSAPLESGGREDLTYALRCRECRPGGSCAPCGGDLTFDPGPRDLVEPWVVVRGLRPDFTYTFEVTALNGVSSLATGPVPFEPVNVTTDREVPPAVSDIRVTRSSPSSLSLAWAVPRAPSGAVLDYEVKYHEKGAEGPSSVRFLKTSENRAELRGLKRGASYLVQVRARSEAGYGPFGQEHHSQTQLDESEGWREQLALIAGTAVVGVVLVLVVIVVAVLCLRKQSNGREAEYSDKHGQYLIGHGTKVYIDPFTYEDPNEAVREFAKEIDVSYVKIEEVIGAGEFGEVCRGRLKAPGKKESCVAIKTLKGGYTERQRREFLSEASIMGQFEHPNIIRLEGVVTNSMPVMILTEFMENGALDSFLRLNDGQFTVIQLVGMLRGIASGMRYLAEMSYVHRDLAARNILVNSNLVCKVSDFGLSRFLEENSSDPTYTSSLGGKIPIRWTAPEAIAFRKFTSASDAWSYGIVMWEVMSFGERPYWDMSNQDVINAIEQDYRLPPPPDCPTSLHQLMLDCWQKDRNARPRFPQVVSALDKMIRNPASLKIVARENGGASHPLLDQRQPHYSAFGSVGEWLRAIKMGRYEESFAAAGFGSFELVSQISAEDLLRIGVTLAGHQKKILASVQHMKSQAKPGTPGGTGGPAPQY
# The depositor's hits bear a star; · = not tested or not shown.
HIV Rev-RRE inh,PTK2B oligo ant,cytoskel mod,PTPN22 act,PLK1 inh,LYP inh 2,PLK1 PBD inh,FAK blocker,EphB4 ephrin blk,SMILES
1,-0.01,6,-2,-9,5,25,1,-2,CCOC(=O)N1CCN(Cc2nc(N)nc(Nc3ccc(OC)cc3)n2)CC1
19,-1.5,10,-9,-6,8,-12,-1,-4,Cc1ccc(C2CC(=O)NC(SCc3ccccc3)=C2C#N)cc1 (stereo not given)
4,1.7,18,0,-4,0,-13,-1,-1,CCOC(=O)N1CCN(C(=O)COc2ccc(Cl)cc2C)CC1
-2,1.7,3,9,-6,-11,-3,-4,-8,CCN(CC)CCNC(=O)Cn1nc(-c2ccc(C)cc2)ccc1=O
3,·,40,-4,4,1,28,-10,3,COc1ccc(N2CCn3c2nc2c3c(=O)n(CCc3ccccc3)c(=O)n2C)c(OC)c1
0,-0.96,5,4,-12,0,44,-5,-5,COc1cc(C(=O)N2CCN(c3ncnc4sc(C)c(C)c34)CC2)cc(OC)c1OC
7,0.04,38,4,-4,-6,-13,5,2,CCOC(=O)Cn1c(N2CCCCCC2)nc2c1c(=O)[nH]c(=O)n2C
-4,0.37,9,-5,5,2,-1,2,-12,O=C(NCc1ccccc1)c1noc2c1CCCCC2
-2,0.63,-6,-5,2,4,13,-5,-3,COc1ccc2oc(=O)c(NC(=O)C3CCCCC3)cc2c1
2,0.99,3,9,-7,-10,40,0,0,CN1C(=O)N(C)C2(c3ccccc3)Nn3c(s/c(=C/c4ccccc4)c3=O)=NC12c1ccccc1 (stereo not given)
4,·,5,4,-9,-7,24,-1,7,CCOc1ccc(N2C(=O)c3ccccc3C2O)cc1 (stereo not given)
5,1.2,-17,8,-19,-4,-5,2,6,Cc1ccccc1NS(=O)(=O)c1ccc(N2CCCC2=O)cc1
-1,2.3,-11,0,-7,-1,15,-3,2,CCCCNC(=O)OCC(CC)NC(=O)OC(C)C (stereo not given)
6,0.01,-10,-2,-5,5,18,-5,3,CCn1cc([N+](=O)[O-])c(C(=O)Nc2ccc3c(c2)OCCO3)n1
11,1.2,2,1,-3,2,-10,1,1,COc1ccccc1Oc1coc2c(CN(C)C)c(O)ccc2c1=O
2,0.83,7,1,2,3,-13,-5,2,O=C(c1ccccn1)c1ncc(C(F)(F)F)cc1Cl
-1,0.21,·,10,-4,-9,24,3,2,CCN(CC)C(=O)CN(c1cccc(C(F)(F)F)c1)S(C)(=O)=O
4,-0.85,1,-10,-1,9,-3,-1,-7,CCN=C1SC(CC(=O)NC(C)C)C(=O)N1CC (stereo not given)
-1,0.46,-6,-14,-5,17,-7,4,-7,O=C(Nc1ccc(N2CCCC2)cc1)c1ccc(Br)o1
0,1.9,-22,4,-6,-8,-6,-1,-11,CCOC(=O)c1nn(-c2cc(C(=O)OC)cc(C(=O)OC)c2)cc1O
4,0.26,9,-9,-3,9,-6,-1,-1,COC(=O)NCc1ccc2c(c1)OCO2
0,-0.44,4,3,-3,-6,-17,-3,-1,O=C1NC2(NN1c1ccccc1)C1CC3CC(C1)CC2C3 (stereo not given)
3,·,-1,-7,-9,6,-22,0,0,CN1CCN(c2nc3c(c(=O)[nH]c(=O)n3C)n2CCSc2nc3ccccc3s2)CC1
7,0.88,-10,-3,-15,5,-8,5,-4,CCOC(=O)c1cc(C(C)=O)n2ccccc12
2,0.19,15,13,-3,-8,-7,-9,-5,Cc1cc(Oc2ccccc2)nc(-c2ccccc2)n1
11,·,15,6,-5,-6,12,-3,-4,COC(=O)Cn1c(CCC(=O)O)ccc1-c1ccccc1
6,-0.65,·,-10,1,11,12,-2,-4,CN(Cc1cnn(C)c1)C(=O)c1sc2cccc(Cl)c2c1Cl
-7,-0.64,·,-7,-8,8,9,-3,-2,CCOC(=O)c1c(NC(C)=O)sc2c(O)c(Br)ccc12
2,0.04,2,-1,-7,1,-3,-1,-9,CC(=O)Nc1sc2c(c1C(=O)N1CCOCC1)CCCCC2
0,0.38,7,-4,-4,3,10,-3,4,COC(=O)c1cc(S(=O)(=O)NC2CCN(Cc3ccccc3)CC2)cn1C
10,-0.42,7,-13,-13,12,-1,7,2,O=C1NC(=O)C2(COC3(CCCC3)OC2)S1
2,2.3,-37,8,-5,-6,5,1,-1,CCOc1ncccc1C(=O)OCC(=O)Nc1c(C)cccc1C
2,-0.81,17,3,-10,-6,-13,-4,8,Cc1cc(C)c(C)c(S(=O)(=O)N2C(=S)NC(=O)C2CC(C)C)c1C (stereo not given)
15,-0.33,17,-5,10,10,-9,-2,5,Cc1nc2c(C#N)c[nH]n2c(=O)c1Cc1ccccc1
6,-0.03,-4,7,-16,-10,-20,0,-9,Cc1cc(=O)oc(C)c1C(=O)NCCNC(=O)c1c(C)cc(=O)oc1C
6,0.69,-24,0,-3,2,-16,3,-1,CCCn1c(=O)[nH]c(=O)c2c1nc(-c1ccc(OC(F)(F)C(F)C(F)(F)F)cc1)n2CCOC (stereo not given)
8,0.74,16,-5,-15,3,-14,6,7,CC(C)OC(=O)CSc1nnc(-c2ccc(Cl)cc2)n1N
4,·,17,18,8,-18,6,-1,-3,CC(C)C1Cc2c(sc3c2c(=O)n(-c2ccccc2)c2nncn32)CO1 (stereo not given)
6,0.3,-16,0,-2,-5,-21,-1,3,O=C1CCCN1c1cc(Cl)ccc1Cl
0,-0.17,-35,-7,-8,10,-23,5,-7,COc1ccc(NC(=O)c2csc3c2CCCC3)cc1
-4,1.8,27,-13,-6,10,3,-3,-8,COc1ccc(C2=NCC(CSc3nccc(=O)[nH]3)S2)cc1 (stereo not given)
5,·,6,-5,-11,5,-17,1,8,CNC(=O)CN(C#N)c1nc(N(C)C)nc(N(C)C)n1
1,0.28,-5,-5,-14,2,-14,-2,1,CCSc1nc(=S)n(CC)c(C)c1C(C)=O
7,0.57,-5,-2,-4,6,-20,3,2,COc1cc(NC(=O)Cn2c(C)cc3ccccc3c2=O)cc(OC)c1OC
6,-1.5,0,-4,-14,2,4,2,-2,CCCCn1c(SCC(=O)NCc2ccco2)nc2c(sc3ccccc32)c1=O
6,1.1,6,-2,-4,0,4,-1,3,O=C1CSC2(CCCCC2)N1CCO
5,0.1,-4,-4,-11,1,-15,0,-10,CCCCNC(=O)Cn1cnc2sc(C(=O)OCC)c(C)c2c1=O
5,1.9,10,-4,-9,5,11,6,2,Cc1ccc(S(=O)(=O)Nc2ccccc2F)cc1C(=O)NCCCN1CCCC1=O
2,0.66,-12,5,1,-2,14,-4,-8,CCOC(=O)CCCNC(=O)CCCNC(=O)C(c1ccccc1)c1ccccc1
3,-0.88,-4,-3,-6,4,-4,-2,-2,COc1ccccc1NC(=O)N(Cc1cc2cc(OC)c(OC)cc2[nH]c1=O)CC1CCCO1 (stereo not given)
5,0.11,-26,-7,-2,9,7,0,-2,Cc1nc2ccccc2n1CC(=O)OCC(=O)NCCc1ccccc1
15,-0.25,7,6,-33,-4,-33,0,-7,CCc1nnc(NC(=O)Nc2ccc(OC)cc2)s1
-1,1.2,-9,-1,-19,0,-22,-1,-7,COc1ccc(NC(=O)N(C2CCCCC2)C(C)c2cccnc2)c(OC)c1 (stereo not given)
3,0.03,-31,12,-18,-10,-18,3,-1,CC1(C)Cc2nc3[nH]c(=S)n(-c4ccccc4)c(=O)c3cc2CO1
5,1.4,-1,17,-6,-22,-1,-1,4,CC1=CCC(C(C)(C)NC(=O)c2ccccc2)C/C1=N\O (stereo not given)
9,0.91,-16,7,-8,-7,-7,-4,5,CCOc1nonc1C(=N)/C(C(C)=O)=C(\C)O
11,-1.6,-21,-2,-10,2,-14,-1,0,CCOC(=O)CSc1nnc(NC(=O)c2cccc(S(=O)(=O)N3CCCCC3)c2)s1
9,0.36,-8,1,-6,-5,-2,-2,3,O=C(O)Cn1nc(-c2ccccc2)c2ccccc2c1=O
6,1.8,-4,-10,-12,12,-13,0,5,CCc1c(C)sc(NC(=O)c2cc(-c3ccc(OC)c(OC)c3)on2)c1C#N
6,-1.2,-24,0,-8,2,11,-9,-6,COc1ccc(OC)c(NC(=O)c2nnn(Cc3ccccc3C)c2N)c1

# Some of the entries so far, with values under each structure:
# Under each structure – HIV Rev-RRE inh, PTK2B oligo ant, cytoskel mod, PTPN22 act, PLK1 inh, LYP inh 2, PLK1 PBD inh, FAK blocker, EphB4 ephrin blk
> CCOC(=O)N1CCN(C(=O)COc2ccc(Cl)cc2C)CC1
 : 4, 1.7, 18, 0, -4, 0, -13, -1, -1
> CCN(CC)CCNC(=O)Cn1nc(-c2ccc(C)cc2)ccc1=O
 : -2, 1.7, 3, 9, -6, -11, -3, -4, -8

# Following part
HIV Rev-RRE inh,PTK2B oligo ant,cytoskel mod,PTPN22 act,PLK1 inh,LYP inh 2,PLK1 PBD inh,FAK blocker,EphB4 ephrin blk,SMILES
-3,-2.1,5,-15,-1,14,-20,-5,-9,C=CCn1c(SCC(=O)N2CC(=O)Nc3ccccc32)nc2scc(-c3cccs3)c2c1=O
4,-1.4,·,4,5,-6,-1,3,-10,COc1cccc(-c2nc(NCc3ccco3)c3ccccc3n2)c1O
10,0.26,·,0,-7,-1,-14,-1,6,CCOC(=O)c1cc(NC(=O)CSCCO)ccc1Cl
5,-0.33,-3,-8,-9,8,15,0,0,CCOc1ccc2nc(SCC(=O)N(C)C3CCS(=O)(=O)C3)[nH]c2c1 (stereo not given)
3,0.62,5,3,-1,-2,-15,-2,4,COc1cc(CNc2cc(C)ccc2C)cc(OC)c1OC
1,-2.5,11,2,-5,-2,18,0,-2,COc1ccc(Nc2nc(C)nc3c2nnn3Cc2ccccc2)cc1OC
1,-0.35,-5,4,3,-6,15,1,-12,COc1ccccc1NC(=O)CN(Cc1ccco1)C(=O)c1cccs1
5,-0.34,0,4,-12,-2,-7,4,10,CCOc1ccc(CC(=O)C2C(=O)CC(C)(C)CC2=O)cc1OCC
1,-0.9,0,16,1,-19,-18,-2,-1,O=C(NCC1CCCO1)c1ccccc1-c1nc(-c2ccc(F)cc2)no1 (stereo not given)
-5,-0.43,13,11,-9,-8,2,-12,-7,CCc1c(C(=O)Nc2cc(C)ccc2OC)[nH]c(C)c1C(C)=O
10,0.23,56,-6,-5,5,-6,-11,3,COCCN1C(=O)C(O)=C(C(C)=O)C1c1ccc(OC)c(OC)c1 (stereo not given)
-2,-1.6,-6,-3,-8,2,9,2,-12,Cc1ccc(OCC(=O)N2CCCc3ccccc32)cc1
2,·,-12,-2,-10,-1,8,14,-11,CCOC(=O)N1CCN(C(=O)c2cc3c(=O)n(C)c4ccccc4c3n2C)CC1
11,-1.9,8,-2,-15,0,6,-3,-3,CCN(CC)S(=O)(=O)c1cc(C(=O)Oc2ccccc2OC)ccc1OC
3,-0.22,-3,0,-8,0,-12,-1,3,Cc1cccc(OCC(=O)Nc2ccc(S(=O)(=O)N3CCN(C)CC3)cc2)c1
2,0.59,5,-13,-9,16,-3,3,-1,Cc1cccc(-n2c(-c3csc(C)c3)n[nH]c2=S)c1
-3,-0.72,2,1,12,-2,-9,-1,5,CCNC1=C(Cl)C(=O)c2ccccc2C1=O
6,0.32,10,0,-3,0,-9,2,3,CN(C)c1nc(OCCNC(=O)COc2ccc(Cl)cc2Cl)nc(N(C)C)n1
-3,0.27,7,9,-5,-7,-14,2,-2,CC(CN1CCOCC1)OC(=O)c1cccc(Br)c1 (stereo not given)

# Ordered by molar mass (ascending): part of the list above
HIV Rev-RRE inh,PTK2B oligo ant,cytoskel mod,PTPN22 act,PLK1 inh,LYP inh 2,PLK1 PBD inh,FAK blocker,EphB4 ephrin blk,SMILES
1,0.28,-5,-5,-14,2,-14,-2,1,CCSc1nc(=S)n(CC)c(C)c1C(C)=O
3,-0.22,-3,0,-8,0,-12,-1,3,Cc1cccc(OCC(=O)Nc2ccc(S(=O)(=O)N3CCN(C)CC3)cc2)c1
6,-1.5,0,-4,-14,2,4,2,-2,CCCCn1c(SCC(=O)NCc2ccco2)nc2c(sc3ccccc32)c1=O
